# Screens: PubChem BioAssay, The Scripps Research Institute Molecular Screening Center
# MITF primary: MITF inhibitors, primary screen, biochemical, AlphaScreen, human. Microphthalmia-associated transcription factor (Homo sapiens), O75030. AlphaScreen MITF homodimerization, bead proximity signal. inhibition, % at 2.6 µM. hit rate 0.91% among 650,000; in the data active means inhibition above about 50%;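 further: 0% = vehicle wells with protein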
# Target sequence (O75030 whole entry, looked up): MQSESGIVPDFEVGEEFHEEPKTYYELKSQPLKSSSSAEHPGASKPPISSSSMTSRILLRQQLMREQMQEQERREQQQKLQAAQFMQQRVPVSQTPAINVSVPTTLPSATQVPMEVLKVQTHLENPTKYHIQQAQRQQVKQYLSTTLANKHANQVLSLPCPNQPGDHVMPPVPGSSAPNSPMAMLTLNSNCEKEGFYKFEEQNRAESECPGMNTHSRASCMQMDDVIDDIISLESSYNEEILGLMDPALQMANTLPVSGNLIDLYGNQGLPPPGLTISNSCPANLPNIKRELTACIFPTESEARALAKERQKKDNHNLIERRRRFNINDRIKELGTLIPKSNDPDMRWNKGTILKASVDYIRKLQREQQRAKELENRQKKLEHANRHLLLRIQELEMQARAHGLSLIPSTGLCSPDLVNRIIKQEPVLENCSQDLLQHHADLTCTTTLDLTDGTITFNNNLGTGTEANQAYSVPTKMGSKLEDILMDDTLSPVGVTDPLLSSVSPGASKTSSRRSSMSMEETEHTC
# TEAD-YAP inh: TEAD-YAP interaction inhibition, primary screen, TEAD-YAP interaction inhibitor project, luminescence, HEK-TIYL cells; TEAD-Gal4/YAP UAS-luciferase luminescence; hit rate 1.4% among 640,000; inhibition, % at 9.12 µM; in the data active means inhibition above about 32%;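 further: 0% = median of test compound wells and 100% = reference inhibitor wells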
# FBW7 act: FBW7 E3 ligase activators, primary screen, biochemical, AlphaScreen, human | F-box/WD repeat-containing protein 7 (Homo sapiens), Q969H0 | AID 1259310, 2017 | hit rate 0.13% among 650,000 | AlphaScreen FBW7–phospho-cyclin E peptide binding, activator screen | normalized activity (activation), % at 26.1 µM; in the data active means normalized activity above about 1.9%;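 further: purified mutant Fbw7 with reduced substrate affinity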
# GPR151 ag: activators of human GPR151, primary screen, cell-based, PathHunter beta-arrestin, luminescence; G-protein coupled receptor 151 (Homo sapiens), Q8TDV0; PathHunter beta-arrestin GPR151 cells; activation, % at 11.2 µM; hit rate 1% among 650,000; in the data active means activation above about 4.9%;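 further: 0% = median of compound wells and 100% = cells with positive control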
# Target sequence (Q8TDV0 whole entry, looked up): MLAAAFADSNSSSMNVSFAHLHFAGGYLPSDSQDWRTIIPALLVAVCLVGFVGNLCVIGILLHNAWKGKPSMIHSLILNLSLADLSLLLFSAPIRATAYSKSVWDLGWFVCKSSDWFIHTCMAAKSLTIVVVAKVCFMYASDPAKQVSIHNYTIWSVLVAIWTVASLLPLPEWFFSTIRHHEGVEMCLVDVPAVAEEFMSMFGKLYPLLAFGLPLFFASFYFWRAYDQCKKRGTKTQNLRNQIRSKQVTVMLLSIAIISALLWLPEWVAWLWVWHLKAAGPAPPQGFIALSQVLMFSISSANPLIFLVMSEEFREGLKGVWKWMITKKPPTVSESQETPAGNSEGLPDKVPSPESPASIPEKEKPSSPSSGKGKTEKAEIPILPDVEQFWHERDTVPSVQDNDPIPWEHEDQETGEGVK
# An asterisk follows results filed as active; & = joins results of further samples.
# Codes: A = MITF primary; B = TEAD-YAP inh; C = FBW7 act; D = GPR151 ag
canonical_smiles: CCOc1cccc2cc(C(=O)Nc3ccccc3)/c(=N/c3sc4c(c3C#N)CCCC4)oc12
  A: 5	B: 3	C: 0.0	D: 0.1
canonical_smiles: O=C(NCc1ccc2c(c1)OCO2)c1ccc(F)cc1
  A: 7	B: -1	C: 1.0	D: -1.1
canonical_smiles: COCCN(C(=O)CN1C(=O)c2ccccc2C1=O)C1(C(=O)Nc2ccccc2)CCCC1
  A: 11	B: 5	C: 0.4	D: 0.7
canonical_smiles: CC(C)Oc1ccc(C2C(C(=O)C34CC5CC(CC(C5)C3)C4)N3c4ccccc4C=CC3C2(C#N)C#N)cc1 (stereo not given)
  A: 7	B: 10	C: 0.0	D: 1.7
canonical_smiles: O=C(NC1CC1)c1csc(N2CCN(Cc3ccc4c(c3)OCO4)CC2)n1
  A: 2	B: -8	C: -0.1	D: -0.9
canonical_smiles: CCOc1ccc(-c2oc3ccc(C)cc3c(=O)c2O)cc1
  A: -24	B: -15	C: 0.0	D: 0.7
canonical_smiles: CC(=O)N1CCN(C2=NC(=O)/C(=C\c3cccs3)S2)CC1
  A: -14	B: 2	C: 0.9	D: 0.5
canonical_smiles: CCOc1cccc(C2CC(c3ccc(Br)cc3)=NC(c3ccc(F)cc3)N2)c1O (stereo not given)
  A: -7	B: -7	C: -0.1	D: -1.2
canonical_smiles: COc1ccc(NC(=O)CN2CCN(CC(=O)Nc3cc(OC)cc(OC)c3)CC2)cc1
  A: 9	B: 2	C: 0.2	D: -1.5
canonical_smiles: CCOC(=O)C1(Cc2ccccc2)CCCN(S(=O)(=O)c2c(C)n[nH]c2C)C1 (stereo not given)
  A: 8	B: 1	C: 0.1	D: -0.6
canonical_smiles: C/C(=N\NC(=O)c1ccc(-c2ccccc2)cc1)c1ccc(N)cc1
  A: 7	B: 0	C: 0.0	D: 1.1
canonical_smiles: COc1cccc(NC(=O)CSc2ccc(Br)cc2)c1
  A: 3	B: -6	C: 0.1	D: -1.5
canonical_smiles: Cc1ccc(/C(N)=N/OC(=O)c2ccc(C)c([N+](=O)[O-])c2)cc1
  A: -1	B: -3	C: 0.0	D: 0.8
canonical_smiles: Cc1ccccc1Cn1cc(SCC(=O)Nc2ccc3c(c2)OCCO3)c2ccccc21
  A: 19	B: -10	C: 0.1	D: 1.0
canonical_smiles: CC1CCN(Cn2c(=O)oc3ccc(Cl)cc32)CC1
  A: 3	B: -5	C: 0.1	D: -0.5
canonical_smiles: COCCCNC(=O)c1nc2c(nnn2Cc2ccccc2Cl)c(=O)[nH]1
  A: 4	B: -9	C: 0.0	D: 1.4
canonical_smiles: CCN(CCCNC(=O)c1c(C)cc(=O)oc1C)c1ccccc1
  A: 3	B: -10	C: -0.1	D: 5.1*
canonical_smiles: CCCCOc1ccc(NS(=O)(=O)c2ccc(C(C)(C)C)cc2)cc1
  A: -5	B: 5	C: 0.0	D: 1.8
canonical_smiles: O=C(CSc1nc2ccccc2c(=O)n1C1CC1)NC1CCCC1
  A: -2	B: -9	C: 0.0	D: -0.1
canonical_smiles: CCOC(=O)C1=C(C)N=c2s/c(=C\c3ccc(OCc4ccccc4)c(OC)c3)c(=O)n2C1c1ccc2c(c1)OCO2 (stereo not given)
  A: -23	B: 3	C: 0.0	D: -0.5
canonical_smiles: CC(C)(C)C(O)CN1C2=NCCN2c2ccccc21 (stereo not given)
  A: -9	B: -3	C: 0.1	D: -1.1
canonical_smiles: Nc1cc(Cl)ccc1C(=O)OCc1nc2ccccc2s1
  A: 13	B: -63	C: 0.3	D: 2.0
canonical_smiles: CCOC(=O)c1c(NC(=O)CSc2nnc(CNC(=O)c3ccc([N+](=O)[O-])cc3)n2C)sc2c1CCCCC2
  A: -10	B: -7	C: -0.1	D: -1.7
canonical_smiles: CC(=O)c1ccc2c(c1)C1C=CCC1C(c1ccc(S(=O)(=O)N3CCOCC3)cc1)N2 (stereo not given)
  A: -5	B: 4	C: -0.7	D: -0.1
canonical_smiles: O=C(O)CCn1c(=S)n(CCC(=O)O)c2ccccc21
  A: 1	B: -2	C: 0.3	D: 0.0

# The closing 5 entries of the part above are carried over, then new ones follow:
# Codes: A = MITF primary; B = TEAD-YAP inh; C = FBW7 act; D = GPR151 ag
canonical_smiles: CC(C)(C)C(O)CN1C2=NCCN2c2ccccc21 (stereo not given)
  A: -9	B: -3	C: 0.1	D: -1.1
canonical_smiles: Nc1cc(Cl)ccc1C(=O)OCc1nc2ccccc2s1
  A: 13	B: -63	C: 0.3	D: 2.0
canonical_smiles: CCOC(=O)c1c(NC(=O)CSc2nnc(CNC(=O)c3ccc([N+](=O)[O-])cc3)n2C)sc2c1CCCCC2
  A: -10	B: -7	C: -0.1	D: -1.7
canonical_smiles: CC(=O)c1ccc2c(c1)C1C=CCC1C(c1ccc(S(=O)(=O)N3CCOCC3)cc1)N2 (stereo not given)
  A: -5	B: 4	C: -0.7	D: -0.1
canonical_smiles: O=C(O)CCn1c(=S)n(CCC(=O)O)c2ccccc21
  A: 1	B: -2	C: 0.3	D: 0.0
canonical_smiles: Cc1ccc(-c2c(C(=O)NCCN3CCCCC3C)oc(=O)c3ccccc23)cc1 (stereo not given)
  A: 0	B: 4	C: 0.0	D: 1.2
canonical_smiles: CCCOc1ccc(/C=N/NC(=O)Cc2ccccc2)cc1OCC
  A: 14	B: 7	C: 0.7	D: 0.3
canonical_smiles: CCOC(=O)c1sc2nc(CC(=O)OC)nc(N3CCN(c4ccc(OC)cc4)CC3)c2c1C
  A: 4	B: 7	C: -0.2	D: -1.5
canonical_smiles: O=C(NCCCN1CCCC1=O)c1ccncc1
  A: 19	B: 5	C: 0.6	D: -0.5
canonical_smiles: N=c1oc2c(Cl)cc(Cl)cc2cc1C(=O)Nc1ccccc1F
  A: -1	B: 0	C: 0.0	D: 0.3
canonical_smiles: COc1ccc(C2NC(=O)c3c(sc(C)c3C)N2)cc1 (stereo not given)
  A: 14	B: -25	C: -0.3	D: 0.4
canonical_smiles: Cc1cc(C)c(C)c(OCC(=O)NCCCN(C)C)c1
  A: 6	B: 14	C: 0.3	D: 1.2
canonical_smiles: O=C(/C=C/c1ccc([N+](=O)[O-])cc1)OCC(=O)c1ccc(Cl)s1
  A: 0	B: -7	C: -0.1	D: 0.3
canonical_smiles: Cc1cc(OCC(=O)NCc2ccc(F)cc2)ccc1Br
  A: -2	B: -7	C: 0.0	D: 1.7
canonical_smiles: COc1ccc2c(c1)CC(c1nc3ncc(-c4cn[nH]c4)cc3[nH]1)CO2 (stereo not given)
  A: 11	B: 6	C: 0.2	D: -0.5
canonical_smiles: COc1ccc2nc(SCc3ccc(Cl)cc3)[nH]c2c1
  A: -2	B: -66	C: -0.2	D: -0.2
canonical_smiles: CCOC(=O)N1CCC(N2CCC[C@@H]3CN(C(=O)Cc4cccc(F)c4)CC[C@@H]32)CC1
  A: 11	B: -1	C: -0.1	D: 0.5
canonical_smiles: CC[N+](C)(CC)CCNC(=O)c1c(O)c2ccccc2[nH]c1=O
  A: -1	B: 15	C: 0.1	D: 0.3
canonical_smiles: O=C(OCc1ccc(Cl)cc1)c1cc(=O)c2ccccc2o1
  A: -6	B: -6	C: 0.0	D: -0.2
canonical_smiles: Cc1ncn(-c2ccc(Nc3cc(-c4nocc4C4=CCCC4)ccn3)cc2)n1
  A: -3	B: -9	C: -0.2	D: -1.8
canonical_smiles: CCCc1cc(=O)[nH]c(Nc2ccc(OC)c(Cl)c2)n1
  A: -1	B: 6	C: -0.1	D: 0.6
canonical_smiles: Cc1cc(I)ccc1NC(=O)CSc1nc2c(c(-c3ccc(Cl)cc3)c1C#N)CCC2
  A: 13	B: 17	C: 0.5	D: -1.0
canonical_smiles: CC(=O)N/N=C/c1cc2ccccc2nc1Cl
  A: -5	B: -8	C: -0.2	D: -2.1
canonical_smiles: COc1ccc(C2(CNC(=O)c3ccc(N)cc3)CCCC2)cc1OC
  A: 17	B: -8	C: 0.9	D: 3.5
canonical_smiles: C/C(=N/NC(=O)c1ccccc1)c1ccc(Cl)cc1
  A: -51	B: -50	C: -0.2	D: -0.9
canonical_smiles: CCn1c(Cc2ccc(OC)cc2)nnc1SCC(=O)Nc1ccc([N+](=O)[O-])cc1C
  A: 7	B: 1	C: -0.1	D: 0.9
canonical_smiles: COc1cc(OC)c(C(=O)Nc2ccc(F)c(Cl)c2)cc1OC
  A: 7	B: -23	C: 0.1	D: -0.4
canonical_smiles: COc1ccc2[nH]c(=O)c(CN(CCCO)C(=O)NCc3ccccc3)cc2c1
  A: 0	B: 9	C: -0.1	D: -0.7
canonical_smiles: COc1ccc(C(CC(=O)O)NC(=O)c2ccccc2)cc1OC (stereo not given)
  A: -9	B: 0	C: 0.2	D: -0.5
canonical_smiles: O=C(Cn1c(-c2cccs2)noc1=O)Nc1ccc(F)c(Cl)c1
  A: -4	B: -3	C: 0.0	D: 1.5
canonical_smiles: c1ccc(-n2cnc3c(Nc4ccc5c(c4)OCO5)nc(Nc4nccc5ccccc45)nc32)cc1
  A: 10	B: -3	C: -0.1	D: 1.1
canonical_smiles: CC(C)c1ccc(/C=C/c2nc(O)c([N+](=O)[O-])c(=O)[nH]2)cc1
  A: 15	B: 5	C: -0.3	D: -1.0
canonical_smiles: Cc1cc(C)c2cc(C)c3nn(CCN(C)C)c(=O)n3c2c1
  A: 20	B: 41*	C: 0.8	D: -0.2
canonical_smiles: COc1ccc2c(c1)-c1cc(Cl)ccc1S(=O)(=O)N2S(=O)(=O)c1ccccc1
  A: 10	B: 16	C: 0.2	D: -0.3
canonical_smiles: COc1cc(/C=C2/C(=N)N3N=C(C(C)C)SC3=NC2=O)ccc1OCc1ccccc1
  A: 7	B: -25	C: 0.0	D: -0.3
canonical_smiles: COc1ccc(CCNc2nc(-c3ccc(N4CCN(C)CC4)cc3)nc3c2ncn3C(C)C)cc1
  A: 7	B: 18	C: -0.1	D: -1.4
canonical_smiles: CCCC/C=C/c1cnc2ccc(NCc3ccco3)nn12
  A: 8	B: -1	C: 0.4	D: -0.3
canonical_smiles: CCOC(=O)c1sc2nc(C)nc(NCc3ccc4c(c3)OCO4)c2c1C
  A: 15	B: -2	C: 0.1	D: 0.3
canonical_smiles: CO[C@@]1(NC(=O)CSCC#N)C(=O)N2C(C(=O)O)=C(CSc3nnnn3C)CS[C@@H]21
  A: 4&12	B: 11	C: -0.1&-0.1	D: -1.0&2.2
canonical_smiles: Cc1cccc(OCC(=O)Nc2ccc(-c3nc4ncccc4o3)cc2)c1C
  A: 0	B: -14	C: -0.1	D: 1.1
canonical_smiles: CC(=C\C(=O)O)/C(=C/c1ccc2ccccc2c1)C(=O)O
  A: 3	B: -41	C: 0.7	D: -1.3
canonical_smiles: CC(C)c1nc(CN(C)C(=O)N[C@H](C(=O)N[C@@H](Cc2ccccc2)C[C@H](O)[C@H](Cc2ccccc2)NC(=O)OCc2cncs2)C(C)C)cs1
  A: -5	B: 1	C: 0.1	D: 0.5
canonical_smiles: O=C(Nc1cccc(N2CCC(NCCCn3ccnc3)CC2)c1)C1CC1
  A: 35	B: -2	C: -0.7	D: 3.4
canonical_smiles: Cc1cc(C)c2nc(-n3nc(C)cc3NC(=O)C3CC3)sc2c1
  A: 1	B: 10	C: 0.0	D: -0.7
canonical_smiles: Cc1cc(Cl)ccc1NCC(=O)N/N=C/c1cccnc1
  A: 13	B: 5	C: -0.1	D: 0.5
canonical_smiles: COc1ccccc1NC(=O)c1ccc(-n2cnnn2)cc1
  A: -9	B: 3	C: -0.1	D: 0.8
canonical_smiles: O=C(CCn1c(SCc2cccc([N+](=O)[O-])c2)nc2ccccc2c1=O)N1CCN(c2ccccc2)CC1
  A: -7	B: 4	C: 0.0	D: -0.4
canonical_smiles: O=C(COC(=O)c1cccc(F)c1)Nc1ncc(C(F)(F)F)cc1Cl
  A: 18	B: 4	C: 0.3	D: -1.7
canonical_smiles: CS(=O)(=O)c1ccc2nc(NC(=O)CCOc3ccccc3)sc2c1
  A: 16	B: 18	C: 0.1	D: 0.2
canonical_smiles: Cc1ccc(S(=O)(=O)NC(=O)c2nnc(-c3ccc(F)cc3)o2)cc1
  A: 31	B: 9	C: 0.3	D: 0.8
canonical_smiles: O=C(c1cc2c(s1)CCC2)N1CCC[C@@H]1[C@@H](O)c1cccs1
  A: 15	B: -20	C: -0.3	D: 0.0
canonical_smiles: Cc1ccccc1N1CCN(CCC(=O)Nc2ccc(F)cc2)CC1
  A: 11	B: 5	C: 0.2	D: -0.9
canonical_smiles: CCSc1nnc(CC(N)=O)c2ccccc12
  A: -4	B: 1	C: 0.0	D: -0.5
canonical_smiles: COc1cc(/C=C/C(=O)OCC(=O)Nc2cc(Cl)ccc2C#N)cc(OC)c1OC
  A: -14	B: 4	C: -0.1	D: 0.7

# Reformatted field by field: 4 of the compounds above.
> Cc1cc(C)c2cc(C)c3nn(CCN(C)C)c(=O)n3c2c1
  MITF primary: 20
  TEAD-YAP inh: 41*
  FBW7 act: 0.8
  GPR151 ag: -0.2

> Cc1ncn(-c2ccc(Nc3cc(-c4nocc4C4=CCCC4)ccn3)cc2)n1
  MITF primary: -3
  TEAD-YAP inh: -9
  FBW7 act: -0.2
  GPR151 ag: -1.8

> CCOC(=O)N1CCC(N2CCC[C@@H]3CN(C(=O)Cc4cccc(F)c4)CC[C@@H]32)CC1
  MITF primary: 11
  TEAD-YAP inh: -1
  FBW7 act: -0.1
  GPR151 ag: 0.5

> CCCC/C=C/c1cnc2ccc(NCc3ccco3)nn12
  MITF primary: 8
  TEAD-YAP inh: -1
  FBW7 act: 0.4
  GPR151 ag: -0.3
